Pf growth 96h = Primary qHTS for delayed death inhibitors of the malarial parasite plastid, 96 hour incubation; actives 6.9% (n = 320,000); P. falciparum luciferase reporter growth, 96 h; Potency, µM (titrated, usually from 28.7 µM), for the others: at the highest dose activity change, negative = inhibition, actives largely listed as inhibitors; AID 504834, 2011; further: potency means the concentration at half of the fitted maximal effect; on the % scale 0 is the no-effect control and ±100 the full control effect
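Erythrocytes infected with luciferase-expressing P. falciparum were dispensed at 2% hematocrit and 0.05% parasitemia (final), then incubated with compounds 96 hours at 37 C in 5% CO2. Luminescence after detection reagent addition reported growth.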
Cycloheximide cs = Cycloheximide Counterscreen for Small Molecule Inhibitors of Shiga Toxin; cell reporter, cycloheximide protein synthesis inhibition counterscreen; max response, %; actives 12% (n = 300,000); in the data active means max response mostly above about 13%, no sharp cut-off; inactive means mostly below about 14%; further: read at 38.3 µM for the half of the compounds with a filed dose; 0% is about no effect
Tb PYK inh = qHTS of Trypanosoma Brucei Inhibitors; AID 624173, 2012; Potency, µM (top dose mostly 76.8 µM), without a hit: top-dose activity, negative = inhibition, actives largely listed as inhibitors; TbPYK enzyme, Kinase-Glo Plus ATP luminescence, 45 min; actives 0.12% (n = 410,000); further: potency means the concentration at half of the fitted maximal effect; on the % scale 0 is the no-effect control and ±100 the full control effect; nearly all actives have a fitted effect of over 50% in size
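In this concentration-response screen, enzyme-free wells defined baseline while DMSO plates tracked drift. Each reaction combined TbPYK, substrate, compound and 130 uM ADP for 45 min at room temperature. Kinase-Glo Plus luminescence gave the signal.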
Shiga toxin inh = A qHTS for Small Molecule Inhibitors of Shiga Toxin; inhibition, % at 38.7 µM; actives 9.2% (n = 290,000); Vero cells, Shiga toxin protein synthesis inhibition reporter; in the data active means inhibition mostly above about 28%, no sharp cut-off; inactive means mostly below about 43%; further: 0% is about no effect
AMA1-RON2 inh = qHTS for Inhibitors of AMA1-RON; Towards Development of Antimalarial Drug Lead: Primary Screen; AlphaScreen AMA1-biotinylated RON2 peptide binding; Plasmodium falciparum AMA1 (3D7) - RON2 peptide interaction; actives 0.2% (n = 360,000); AID 720542, 2013; Potency, µM (highest dose often 58.2 µM), without a hit: at the top dose activity change, negative = inhibition, usual class: inhibitors;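 further: potency means the concentration at half of the fitted maximal effect; 0% = vehicle wells and -100% = peptide control; nearly all actives have a fitted effect of over 45% in size; some results filed as inactive show a strong effect at the top dose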
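AMA1 (3D7) with his tag at 25 nM final met compounds first, then biotinylated RON2 peptide at 25 nM; detection used donor plus acceptor beads, 10 µg/mL apiece, read by AlphaScreen after 30 min at room temperature.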
LmPK inh = qHTS Assay for Inhibitors of Leishmania Mexicana Pyruvate Kinase (LmPK). Potency, µM (series often up to 57.5 µM), without a hit: at the highest dose activity change, negative = inhibition, usual class: inhibitors. Q27686. purified LmPK, Kinase-Glo ATP luminescence, 1 h. actives 0.37% (n = 290,000); further: potency means the concentration at half of the fitted maximal effect; on the % scale 0 is the no-effect control and ±100 the full control effect
Target sequence (Q27686 whole entry, looked up): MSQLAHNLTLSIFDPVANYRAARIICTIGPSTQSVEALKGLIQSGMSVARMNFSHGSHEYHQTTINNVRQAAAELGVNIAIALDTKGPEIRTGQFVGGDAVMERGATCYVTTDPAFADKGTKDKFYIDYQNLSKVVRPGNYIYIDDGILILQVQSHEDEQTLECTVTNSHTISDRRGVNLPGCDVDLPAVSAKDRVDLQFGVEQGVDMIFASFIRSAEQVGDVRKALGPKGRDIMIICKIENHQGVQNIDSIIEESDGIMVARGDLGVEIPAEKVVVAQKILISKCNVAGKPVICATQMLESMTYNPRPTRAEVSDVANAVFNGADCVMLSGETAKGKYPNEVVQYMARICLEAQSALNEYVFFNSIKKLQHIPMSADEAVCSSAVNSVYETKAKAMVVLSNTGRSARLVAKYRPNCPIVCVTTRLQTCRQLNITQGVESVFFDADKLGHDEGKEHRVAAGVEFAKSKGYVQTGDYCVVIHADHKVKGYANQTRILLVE
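ATP generated from ADP (0.1 mM) and PEP (0.5 mM) by 0.1 nM LmPK over 1 h at room temperature (pH 7.2 imidazole buffer) was detected by coupled luciferase luminescence. Values were normalized to uninhibited and no-enzyme wells.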
Pf growth 48h = Primary qHTS for delayed death inhibitors of the malarial parasite plastid, 48 hour incubation; Potency, µM (top dose mostly 28.7 µM), for inactives: at the top dose activity change, negative = inhibition, hits mostly inhibitors; AID 504832, 2011; P. falciparum luciferase growth in erythrocytes, 48 h; actives 5.9% (n = 310,000); further: potency means the concentration at half of the fitted maximal effect; on the % scale 0 is the no-effect control and ±100 the full control effect
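Here the parasites carry a stable luciferase gene and grow inside erythrocytes in Albumax-based RPMI medium with compound for one erythrocytic cycle. Activity is scored as loss of luminescent signal.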
* = called active by the depositor; ? = inconclusive; . = no result given; & = joins results of further samples; [ ] = dose if it differs, or a comment. Unless noted, the call rests on the fitted dose curve; in most records, active means well fitted curve in the direction sought with a large enough effect; inconclusive means small, poorly fitted or top-dose-only effect, or another doubt; inactive means no such curve, though single readings can be large; an effect the other way counts as inactive or inconclusive.

1. Cc1cc(C(=O)CSc2nnc(Nc3ccccc3)s2)c(C)n1CC1CCCO1 (centres undefined)
2. CCc1cc(C(=O)N2CCCC(CO)(Cc3ccc(F)cc3)C2)n(C)n1 (centres undefined)
3. Cc1ccc(CSCC(=O)N2CCOCC2)cc1
4. Oc1ccccc1C1=NCCNC(C(F)(F)F)=C1
5. O=C(NC1CCC(O)CC1)c1ccc(-c2ccc(Cl)cc2)o1 (centres undefined)
6. CC(C)OC(=O)CSc1nc(-c2ccc(F)cc2)cc(C(F)(F)F)n1
7. COc1cc(OC)c(NC(=O)c2ccccc2F)cc1Cl
8. Cc1cccc(-n2ncc3c(N4CCOCC4)ncnc32)c1
assay / compound | 1 | 2 | 3 | 4 | 5 | 6 | 7 | 8
Pf growth 96h | 11%[5.75 µM] | ? | -2% | -3% | 121%[activator] | -42% | 9% | 16%
Cycloheximide cs | -2 | 2 | 20* | -5 | . | -3 | 4 | 15*
Tb PYK inh | 0% | 5% | ? | -5% | -9% | 0% | 2% | -14%
Shiga toxin inh | 2 | 2 | 34 | -2 | . | 14 | 31 | -11
AMA1-RON2 inh | -10% | -2% | 14% | 18% | -3% | 217%[activator] | -1% | 14%
LmPK inh | 15% | 5% | 4% | 0% | . | -3% | 1% | 25µM*
Pf growth 48h | . | -22% | . | 1% | 84%[activator] | 2% | 18% | 64%[activator]

Quoted from above: compounds 1 to 5
1. Cc1cc(C(=O)CSc2nnc(Nc3ccccc3)s2)c(C)n1CC1CCCO1 (centres undefined)
2. CCc1cc(C(=O)N2CCCC(CO)(Cc3ccc(F)cc3)C2)n(C)n1 (centres undefined)
3. Cc1ccc(CSCC(=O)N2CCOCC2)cc1
4. Oc1ccccc1C1=NCCNC(C(F)(F)F)=C1
5. O=C(NC1CCC(O)CC1)c1ccc(-c2ccc(Cl)cc2)o1 (centres undefined)
assay / compound | 1 | 2 | 3 | 4 | 5
Pf growth 96h | 11%[5.75 µM] | ? | -2% | -3% | 121%[activator]
Cycloheximide cs | -2 | 2 | 20* | -5 | .
Tb PYK inh | 0% | 5% | ? | -5% | -9%
Shiga toxin inh | 2 | 2 | 34 | -2 | .
AMA1-RON2 inh | -10% | -2% | 14% | 18% | -3%
LmPK inh | 15% | 5% | 4% | 0% | .
Pf growth 48h | . | -22% | . | 1% | 84%[activator]

Entries of single compounds as entered above. Screens in order: Pf growth 96h	Cycloheximide cs	Tb PYK inh	Shiga toxin inh	AMA1-RON2 inh	LmPK inh	Pf growth 48h
Cc1cccc(-n2ncc3c(N4CCOCC4)ncnc32)c1 across the screens: 16%	15*	-14%	-11	14%	25µM*	64%[activator]
Cc1ccc(CSCC(=O)N2CCOCC2)cc1 across the screens: -2%	20*	?	34	14%	4%	.

Random excerpt: 2 records from the list
1. Cc1cc(C(=O)CSc2nnc(Nc3ccccc3)s2)c(C)n1CC1CCCO1 (centres undefined)
6. CC(C)OC(=O)CSc1nc(-c2ccc(F)cc2)cc(C(F)(F)F)n1
assay / compound | 1 | 6
Pf growth 96h | 11%[5.75 µM] | -42%
Cycloheximide cs | -2 | -3
Tb PYK inh | 0% | 0%
Shiga toxin inh | 2 | 14
AMA1-RON2 inh | -10% | 217%[activator]
LmPK inh | 15% | -3%
Pf growth 48h | . | 2%

The main list resumes, repeating the 2 entries before the break.
7. COc1cc(OC)c(NC(=O)c2ccccc2F)cc1Cl
8. Cc1cccc(-n2ncc3c(N4CCOCC4)ncnc32)c1
9. COc1cccc(OCC(=O)Nc2ccc(OC)c(OC)c2)c1
10. C/C(=N\NC(=S)NC(C)C)c1ccc(Cl)s1
11. CN(Cc1ccccc1)C(=O)CSc1cc(=O)n(C)c2ccccc12
12. CC(=O)Nc1c2c(nn1-c1ccccc1C)CS(=O)(=O)C2
13. O=C(/C=C/c1ccccc1)OCCCN=C1NS(=O)(=O)c2ccccc21
14. N#C/C(=C(\O)C(F)(F)F)c1nnc2n1CCCCC2
15. NC(=O)CSc1nnc2sc3ccccc3n12
16. COc1cc(NS(=O)(=O)c2ccc(NC(=O)/C=C/c3cccc([N+](=O)[O-])c3)cc2)ncn1
assay / compound | 7 | 8 | 9 | 10 | 11 | 12 | 13 | 14 | 15 | 16
Pf growth 96h | 9% | 16% | 25% | ? | ? | 20% | 5.2µM* | -4% | 3% | 0%
Cycloheximide cs | 4 | 15* | 11 | 16 | 21 | 3 | -3 | 10 | -2 | 5
Tb PYK inh | 2% | -14% | 4% | -3% | 4% | -10% | 2% | -1% | -11% | -5%
Shiga toxin inh | 31 | -11 | 28 | 24 | 21 | -3 | -2 | -2 | -38 | 2
AMA1-RON2 inh | -1% | 14% | -5% | 27% | 41%[activator] | 7% | -10% | -10% | 0% | 10%
LmPK inh | 1% | 25µM* | 5% | -3% | -1% | 2% | 2% | 1% | 4% | -3%
Pf growth 48h | 18% | 64%[activator] | 2% | -29% | -10% | 37%[activator] | -4% | -6% | -1% | -3%

17. COCCn1c(=S)[nH]c2cc(C(=O)N3CCN(c4ccc(F)cc4)CC3)ccc2c1=O
18. CCCCOc1ccc(C(=O)NNC(=S)NC(=O)CC)cc1
19. Cc1noc(C)c1COc1cccc(C(=O)OCC(=O)NC(=O)c2ccc(OC(F)F)cc2)c1
20. COc1cc(OC)c(C(=O)Nc2ccccc2-c2ccccc2)cc1OC
21. COc1ccc(/C=C/C(=O)N(CCC(N)=O)c2ccccc2)cc1S(=O)(=O)N1CCOCC1
22. CC(C)(C)c1ccc(C(=O)N/C(N)=N/c2nc3ccccc3o2)cc1
23. CC(C)N(CC#CC(O)(c1ccccc1)c1ccccc1)CCO
24. CSc1ccccc1NC(=O)c1cc(C(C)C)on1
assay / compound | 17 | 18 | 19 | 20 | 21 | 22 | 23 | 24
Pf growth 96h | 1% | ? | 59%[activator] | ? | -20% | 9% | 2.3µM* | .
Cycloheximide cs | -3 | 2 | -3 | -1 | . | -3 | -3 | 50*
Tb PYK inh | -14% | -27% | -4% | -1% | -4% | -16% | -9% | -13%
Shiga toxin inh | -19 | 29 | 12 | -6 | . | -5 | -6 | 117*
AMA1-RON2 inh | 33%[activator] | 30%[activator] | -6%[2.32 µM] | -5% | -20% | 24% | 6% | 11%
LmPK inh | 8% | 0% | -1% | 0% | . | 1% | 0% | -16%
Pf growth 48h | -11% | 6.6µM* | 14% | ? | ? | . | -11% | .

25. COc1ccc(C(=O)c2ccc(Cl)cc2)c2ccccc12
26. Cc1nnc(N/N=C/c2ccccc2C(F)(F)F)n1N
27. CCn1c(=O)c(CCC(=O)NCCN2CCOCC2)c(C)c2c(C)nn(-c3ccccc3)c21
28. CCOC(=O)C(C)Sc1nc(-c2ccccn2)ncc1OC (centres undefined)
29. CC(C)(C)C(=O)NNC(=O)COc1ccc2ccccc2c1Br
30. CCC(C)(C)n1c(=O)[nH]c2c(c1=O)CCC2
31. O=C1CNC(=O)N1CC(O)Cn1c2ccccc2c2ccccc21 (centres undefined)
32. COc1ccc([C@H]2CC(=O)C=C(c3ccc(C)c(F)c3)C2)cc1
assay / compound | 25 | 26 | 27 | 28 | 29 | 30 | 31 | 32
Pf growth 96h | ? | 83%[activator] | ? | 3.3µM* | 2.3µM* | . | 55%[activator] | 35%[activator]
Cycloheximide cs | -4 | 7 | -2 | 12 | -3 | -2 | -7 | .
Tb PYK inh | 5% | 2% | 1% | -4% | -3% | -6% | -5% | -7%
Shiga toxin inh | -9 | 16 | -8 | 2 | 10 | -11 | -7 | .
AMA1-RON2 inh | 9% | -3% | 9% | 63%[activator] | 87%[activator] | -2% | -1% | -6%
LmPK inh | 4% | -6% | 1% | -2% | 3% | -5% | 0% | .
Pf growth 48h | . | 6% | ? | 13µM* | 6% | 10% | 13% | 17%

33. CCCCCOC(=O)Cn1c(=O)oc2ccccc21
34. CCc1ccc(NC(=O)NNC(=O)c2cc3ccccc3cc2O)cc1
35. O=C1C(=O)N(CCN2CCOCC2)C(c2ccccn2)/C1=C(/O)c1ccccc1 (centres undefined)
36. CCn1c(=O)c(C(=O)NNS(=O)(=O)c2ccc(Br)cc2)c(O)c2ccccc21
37. CC(C)N(C(=O)C[n+]1ccc(/C=N/O)cc1)C(C)C
38. CN(CC(=O)Nc1ccccc1C(F)(F)F)C(=O)COc1ncnc2sccc12
39. CC(Sc1ccccn1)C(=O)Nc1ccc(S(N)(=O)=O)cc1 (centres undefined)
40. CCC(C)NC(=O)CN1C(=O)COc2ccc(S(=O)(=O)N3CCOCC3)cc21 (centres undefined)
assay / compound | 33 | 34 | 35 | 36 | 37 | 38 | 39 | 40
Pf growth 96h | 13% | 12% | 3% | 5% | -7% | -7% | -6% | 21%
Cycloheximide cs | 5 | -3 | 30* | 7 | 1 | -2 | 1 | -1
Tb PYK inh | 4% | -6% | 3% | 1% | -3% | 3% | 3% | -20%&1%
Shiga toxin inh | 10 | 6 | 109* | 14 | -7 | -11 | -1 | -4
AMA1-RON2 inh | 16% | 95%[activator] | 19% | 85%[activator] | 14% | 18% | -7% | -2%
LmPK inh | -3% | -9% | 1% | -5% | -2% | 1% | 3% | 1%
Pf growth 48h | 2% | -1% | 18% | -2% | 27% | 6% | . | 26%

41. CC1Cc2nc(SCC(=O)N3CCOCC3)n(-c3ccccc3)c(=O)c2S1 (centres undefined)
42. CCCOC(=O)CC1C(=O)NCCN1C(=O)OC(C)(C)C (centres undefined)
43. COc1ccc(CCOC(=O)CNC(=O)c2ccc(Cl)cc2Cl)cc1
44. CCc1ccccc1NC(=O)CNC(=O)c1cc(C2CC2)nn1-c1ccccc1
45. NS(=O)(=O)c1ccc(NC(=O)CSC2=NC(=O)C(c3ccccc3)C(=O)N2)cc1 (centres undefined)
46. CC(=O)Oc1c(C(=O)c2nnc(C)o2)c(=O)n(C)c2ccccc12
47. Cc1ccc(N/C(N)=N/c2nc(CSc3nnc(C)s3)cc(=O)[nH]2)c(C)c1
48. CCn1c(CCNC(=O)c2ccc(C)cc2)nnc1SCc1ccc(Cl)c(Cl)c1
49. CCOC(=O)Cn1nnnc1CN(Cc1ccc(OC)cc1)Cc1cc2cc(CC)ccc2[nH]c1=O
50. CCOC(=O)C1=C(C)Nc2ccccc2N=C1NC(=O)Cc1ccc(Cl)c(Cl)c1
assay / compound | 41 | 42 | 43 | 44 | 45 | 46 | 47 | 48 | 49 | 50
Pf growth 96h | -10% | 96%[activator] | -13% | ? | ? | 4% | 0% | ? | ? | ?
Cycloheximide cs | -3 | 1 | 7 | . | -7 | -2 | -1 | 1 | 4 | 1
Tb PYK inh | 6% | -1% | 2% | -6% | -9% | 5% | -8% | 2% | 1% | -1%
Shiga toxin inh | -16 | -18 | 7 | . | -16 | 3 | -1 | -11 | -12 | -18
AMA1-RON2 inh | -5% | 5% | -10% | 4% | 47%[activator] | 16% | 1% | 1%[11.6 µM] | -1% | 17%
LmPK inh | 2% | -1% | -5% | . | 1% | 2% | 7% | 3% | -1% | 2%
Pf growth 48h | -5% | 5% | 15% | ? | -8% | -2% | ? | -8% | . | 0%

Assay outcomes deposited in PubChem by National Center for Advancing Translational Sciences (NCATS).
